# Source: PubChem
# Salmonella PhoP GFP: Inhibition of PhoP regulon, Salmonella typhi GFP reporter cells, confirmation, 4 h (AID 1850); inhibition, % at 50 µM; hits with a dose series show IC50 in µM; 0.33% of 310,000 active; Salmonella Typhi PhoP-promoter GFP reporter, fluorescence, 4 h; higher % means a stronger effect; in the data active means a potency from the dose series; inconclusive means inhibition mostly from about 25% at the one dose, without a potency; inactive means the rest, 99 in 100 with inhibition below about 19%;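 further: 0% = induced wells with vehicle and 100% = uninduced wells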
# influenza NS1A: NS1A inhibition, H1N1 influenza, cell based functional assay (AID 504329); NS1A functional cell-based assay, percent inhibition; higher % means a stronger effect; inhibition, % at 12.5 µM; hits with a dose series show IC50 in µM; 0.3% of 340,000 active; in the data active means a potency from the dose series; inconclusive means inhibition above about 27% without an active follow-up result; further: strong numbers were not always called active
# inhibitors of VEEV: inhibitors of VEEV TC-83 cytopathic effect, confirmation, Vero cells (AID 588727) | Vero cells, VEEV TC-83 cytopathic effect inhibition; higher % means a stronger effect | inhibition, % at 20 µM; hits with a dose series show IC50 in µM | 0.13% of 350,000 active; in the data active means a potency from the dose series; inconclusive means inhibition mostly from about 14% at the one dose, without a potency; inactive means the rest, 99 in 100 with inhibition below about 12%; further: strong numbers were not always called active
# H37Rv inhibition: M. tuberculosis growth inhibition, HTS (AID 449762). M. tuberculosis H37Rv growth inhibition, 7H9 media; higher % means a stronger effect. one-dose inhibition, % at 25 µM; IC50 in µM for titrated hits. 0.59% of 330,000 active; in the data active means a potency from the dose series; inconclusive means inhibition above about 70% without an active follow-up result;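 further: bacterial growth assessed after seven days of incubation; strong numbers were not always called active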
# M. tuberculosis: growth inhibition of non-replicating M. tuberculosis (AID 488890); Mycobacterium tuberculosis non-replicating, growth inhibition; higher % means a stronger effect; one-dose inhibition, % at 25 µM; IC50 in µM for titrated hits; 0.39% of 320,000 active; in the data active means a potency from the dose series; inconclusive means inhibition mostly from about 82% at the one dose, without a potency; inactive means the rest, 99 in 100 with inhibition below about 76%;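 further: plate controls were DMSO cells for no effect and high antibiotic wells for full effect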
# inhibitors of VEEV 10K pilot screen: second read-out of inhibitors of VEEV, no call of its own (marks repeat the call); inhibition, %; measured here: 10K pilot screen inhibition
# * marks the source's active call; other numbers are inactive results; i = inactive; ? = inconclusive; / = no result given; & = joins results of further samples. Outcome played no part in choosing rows; any-hit rate near 1.4%.
SMILES,Salmonella PhoP GFP,influenza NS1A,inhibitors of VEEV,H37Rv inhibition,M. tuberculosis,others
CC1=CC(=O)N(c2cccc3c(N4C(=O)C=C(C)C4=O)cccc23)C1=O,/,-2%,0.4%,/,/,
O=C(CCCn1c(=O)[nH]c2ccsc2c1=O)N1CCN(Cc2ccc3c(c2)OCO3)CC1,-3%,9%,4.4%,-8%,7%,inhibitors of VEEV 10K pilot screen=1.1
CCCNC(=O)NC(=O)CSc1nc2cc(C(=O)OC)ccc2c(=O)n1-c1ccccc1,4%,2%,0.4%,-4%,-15%,
Nc1nonc1OCCN1CCN(c2ccc([N+](=O)[O-])c3cccnc23)CC1,4%,/,i,0%,7%,
Cc1ccc(NC(=O)C2CCCN2S(=O)(=O)c2cccc3cccnc23)cc1F (configuration not stated),-5%,-1%,i,-9%,5%,
Cc1ccc(NCC(=O)N/N=C/c2ccncc2)cc1,1%,-3%,1.1%,2%,6%,
O=C(NCC(c1cccs1)N1CCOCC1)C1CCN(S(=O)(=O)c2ccccc2C(F)(F)F)CC1 (configuration not stated),-9%,17%,i,-1%,13%,
O=C(CCCOc1ccc(Cl)cc1)N1CCOCC1,-5%,0%,i,-7%,-13%,
O=C(Nc1ccc(S(=O)(=O)Nc2nccs2)cc1)c1ccccc1OC(F)F,/,-4%,5.5%,1%,-11%,
COc1ccc(OCCNc2cc(Cl)ccc2[N+](=O)[O-])cc1,-3%,0%,i,4%,-2%,
COCCN(CCOC)S(=O)(=O)c1ccc(/C(O)=C(\C#N)c2nc3ccccc3[nH]2)cc1,10%,0%,8.5%,6%,6%,
CCNS(=O)(=O)c1ccc(NC(=O)Cc2ccc(F)cc2)cc1,-5%,-4%,i,-6%,-1%,
CN(CC(=O)OCC(=O)NC(=O)c1cccn1C)S(=O)(=O)c1ccc(Cl)cc1,3%,-6%,2.1%,1%,-11%,
Cc1ccc(NC(=O)CNC(=O)c2ccc(C)o2)cc1,-10%,2%,7.5%,-6%,3%,
O=C(Cc1ccccc1)Nc1ccc(NC(=S)NC(=O)c2ccccc2)cc1,-9%,1%,6.0%,-9%,18%,
CCc1ccc(S(=O)(=O)NCCc2csc(-c3cccnc3)n2)s1,-11%,-5%,1.0%,-1%,3%,
OCCN1CCN(c2nc(-c3ccccc3)c3cc(Br)ccc3n2)CC1,-11%,15%,1.0%,69%,51%,
COc1cc(C(=O)NCC(=O)OCC(=O)c2ccc[nH]2)cc(OC)c1OC,-4%,-11%,0.8%,-1%,-14%,inhibitors of VEEV 10K pilot screen=1.1
O=C(CSc1nnc(-c2cccs2)o1)OCc1ccccc1,3%,20%,0.9%,1%,?,
COc1ccc(S(=O)(=O)N2CCCCC2)cc1NC(=O)CN1C(=O)NC(C)(C2CC2)C1=O (configuration not stated),/,-6%,2.4%,-12%,18%,
Cc1n[nH]c(=O)c2c(NC(=O)CSc3nnc(-c4ccco4)n3C)oc(C)c12,/,-8%,0.4%,-17%,-17%,
CCSc1nnc(NC(=O)Cn2cnc3ccccc3c2=O)s1,0%,2%,1.3%,47%,3%,
CC(=O)OCC(=O)[C@@]1(OC(C)=O)[C@@H](C)C[C@H]2[C@@H]3C[C@H](F)C4=CC(=O)C=C[C@]4(C)[C@@]3(F)[C@@H](O)C[C@@]21C,0%&-4%,3%,1.4%,2%,14%,
COc1ccc(OCCSc2nc(C)c(Cc3ccccc3)c(=O)[nH]2)cc1,4%,-3%,0.2%,-1%,0%,
O=S(=O)(Nc1ccc(Cl)cn1)c1ccccc1,-3%,2%,0.3%,-6%,-5%,
CC(=O)Nc1ccc(C(=O)OCc2ccc(Br)cc2)cc1,-4%,7%,3.2%,-10%,56%,
COC(=O)[C@@]1(C)[C@H]2C(=O)N(Cc3ccccc3)C(=O)[C@H]2[C@H]2CN(C)C(=NC3CCCCC3)N21,/,-8%,i,/,/,
COc1ccc(CN(Cc2cccnc2)S(=O)(=O)c2ccc(-n3cnnn3)c(OC)c2)cc1,11%,-7%,3.8%,5%,9%,
CC#CCOC(=O)c1c(C)nc2sc3c(c2c1N)CCC(O)C3 (configuration not stated),-29%,5%,4.9%,1%,3%,
CC(C)C(=O)Nc1nc2c(c(=O)[nH]1)CCCC2,-4%,/,1.8%,-6%,-7%,
CC(Sc1nnc(C2CC2)n1C1CC1)C(=O)Nc1ccc(C(N)=O)cc1 (configuration not stated),/,2%,0.7%,4%,1%,
Cc1nc2c(C(=O)N3CCN(c4ccccn4)CC3)cnn2c(C)c1Cc1cccc(Cl)c1,-7%,30%,i,49%,28%,
COCC(=O)N1CCCC(CNS(=O)(=O)c2ccc(OC)cc2)C1 (configuration not stated),3%,-8%,i,2%,6%,
CC(C)n1cc(CN2CCCC(C(=O)Nc3ccccc3Oc3cccnc3)C2)cn1 (configuration not stated),-8%,-2%,i,4%,-15%,
CC(=O)NC1=NN(C(C)=O)C(C)(CS(=O)(=O)c2ccc(C)c(C)c2)S1 (configuration not stated),-13%,5%,1.9%,2%,-4%,
O=C(COc1ccccc1F)NNC(=O)c1ccc2c(=O)n3c(nc2c1)CCC3,-7%,-4%,0.7%,8%,-4%,
COC(=O)[C@H](C)NC(=O)Nc1ccc(OC)c(OC)c1,3%,-4%,1.0%,2%,-7%,
COC(=O)C1=CN(Cc2ccc(OC)c(OC)c2)C=C(C(=O)OC)C1c1ccc(O)cc1,4%,-15%,2.9%,-3%,5%,
O=C(Cc1c(Cl)cccc1Cl)OCC(=O)N1CCc2ccccc2C1,-11%,-1%,0.5%,-3%,40%,
Cc1onc(-c2ccccc2)c1C(=O)N1CCCC(C(F)(F)F)C1 (configuration not stated),-6%,-6%,2.1%,-17%,-6%,
COc1ccc(CCNC(=O)c2coc(=O)c(Br)c2)cc1,-1%,/,/,-9%,54%,
CC(C)C(=O)Nc1ccc(NC(=O)c2ccc([N+](=O)[O-])cc2Cl)cc1,-3%,0%,i,1%,3%,
N#Cc1ccc(CSc2nnc(-c3ccncc3)n2CCc2ccccc2)cc1,-2%,2%,3.6%,-7%,-5%,
Cc1nnc(SCC(=O)N2CCCc3ccccc32)[nH]c1=O,0%,-3%,i,-18%,-11%,
CCC(=O)Nc1sc(C(=O)Nc2ccccc2OC)c(C)c1C(=O)OC,-8%,2%,0.7%,2%,-23%,
O=C(N/N=C/c1cccc(OCc2ccccc2)c1)c1ccc(Br)o1,-3%,19%,13%,64%,80%,
Cc1ccc(S(=O)(=O)N2CCN(C(=O)CN3CCN(C)CC3)C2)cc1,12%,12%,0.1%,4%,-1%,
CCOC(=O)c1ccc(NC(=S)NNC(=O)c2cc(-c3cccnc3)nc3ccccc23)cc1,-13%,-6%,9.0%,16%,32%,

# Some of these compounds in order of number of heavy atoms, highest first.
SMILES,Salmonella PhoP GFP,influenza NS1A,inhibitors of VEEV,H37Rv inhibition,M. tuberculosis,others
N#Cc1ccc(CSc2nnc(-c3ccncc3)n2CCc2ccccc2)cc1,-2%,2%,3.6%,-7%,-5%,
O=C(N/N=C/c1cccc(OCc2ccccc2)c1)c1ccc(Br)o1,-3%,19%,13%,64%,80%,
Cc1onc(-c2ccccc2)c1C(=O)N1CCCC(C(F)(F)F)C1 (configuration not stated),-6%,-6%,2.1%,-17%,-6%,
COc1ccc(CCNC(=O)c2coc(=O)c(Br)c2)cc1,-1%,/,/,-9%,54%,
COC(=O)[C@H](C)NC(=O)Nc1ccc(OC)c(OC)c1,3%,-4%,1.0%,2%,-7%,

# Next part
SMILES,Salmonella PhoP GFP,influenza NS1A,inhibitors of VEEV,H37Rv inhibition,M. tuberculosis,others
CC(=O)Nc1ccccc1C(=O)C(=O)NCCc1ccccc1,-14%,-4%,0.1%,7%,16%,
O=C(NCCCN1CCOCC1)c1cn(-c2ccccc2)nc1-c1ccc(F)cc1,/,-1%,2.0%,5%,6%,
O=C(c1ccc(Cl)s1)N1CCN(C23CC4CC(CC(C4)C2)C3)CC1,-7%,9%,i,-10%,16%,
CC(C)OC(=O)c1cn(-c2ccccc2)nc1-c1ccc2c(c1)OCCO2,9%,-6%,i,7%,16%,
CCc1ccc(/C=C\C(=O)N2CCCC2)cc1,12%,4%,5.0%,3%,76%,
CC(C)(CNC(=O)c1cccs1)N1CCOCC1,/,3%,1.4%,-8%,-4%,
CCN(C(=O)COC(=O)c1ccc(C)c(S(=O)(=O)N2CCOCC2)c1)C1CCS(=O)(=O)C1 (configuration not stated),6%,0%,i,5%,2%,
O=C(Nc1ccc(Cl)cc1)c1ccc2c(=O)n3c(nc2c1)CCCCC3,-1%,-4%,5.2%,-10%,22%,
CC(C(=O)N1CCCC1)N(C)CC(=O)Nc1cccc(F)c1 (configuration not stated),/,-17%,0.2%,-5%,-9%,
NS(=O)(=O)c1cccc(NC(=O)CSc2nnc(-c3ccccc3)o2)c1,/,2%,0.4%,-2%,2%,
O=C1c2sc3nc4n(c(=O)c3c2CCC1Br)CCCCC4 (configuration not stated),-19%,-6%,6.5%,59%,/,
Nc1nc(SCc2ccccn2)c2ncn(C3CCCC3)c2n1,/,1%,2.2%,/,/,
C/C(=N\Nc1nncc2ccccc12)c1ccc(C(C)(C)C)cc1,-9%,20%,1.1%,3%,15%,
CCn1nc(C(=O)Nc2cccc(C(F)(F)F)c2)c(Cl)c1Cl,6%,3%,0.3%,3%,15%,inhibitors of VEEV 10K pilot screen=0.4
O=C(Nc1nccs1)c1cc([N+](=O)[O-])ccc1Cl,7%,-9%,4.0%,7%,-11%,
O=C(CSc1nnc(Cc2cc(=O)[nH]c(=O)[nH]2)n1-c1ccccc1)NCC1CCCO1 (configuration not stated),-10%,-1%,i,-13%,-18%,
CN(Cc1nc(Cc2cccc(C(F)(F)F)c2)no1)C1CC(C)(C)NC(C)(C)C1,3%,-2%,i,-7%,3%,
Cc1ccc(SCCNC(=O)CN(c2ccc3c(c2)OCO3)S(C)(=O)=O)cc1,2%,0%,3.5%,-7%,4%,
Cc1cc(=O)oc2cc(OC(C)C(=O)NCCc3ccc(S(N)(=O)=O)cc3)ccc12 (configuration not stated),0%,1%,0.8%,5%,-6%,
Cc1cc(=O)[nH]c(-n2[nH]c(C)cc2=O)n1,1%,17%,0.2%,2%,-6%,
CCOc1ccccc1CN1CCC(n2nccc2NC(=O)CCc2ccccc2)CC1,4%,-4%,0.4%,4%,44%,
OC1=C(O)c2nc3cc(F)ccc3nc21,1%,/,0.2%,2%,-15%,
Nc1ccc(-c2nc3c(Cl)cc(N)cc3[nH]2)cc1,-4%,13%,2.7%,7%,-2%,
O=C(Nc1nc(=O)c2ccccc2s1)c1ccc(F)cc1,-1%,-5%,0.7%,?,-4%,
COc1ccc(CNC(=O)C(C)OC(=O)Cn2cnc3c2c(=O)n(C)c(=O)n3C)cc1 (configuration not stated),/,-1%,0.8%,/,/,
Nc1c(C(=O)NCc2ccco2)c2nc3ccccc3nc2n1CCc1ccccc1F,-1%,-12%,1.2%,13%,34%,
CCCN(CCC)S(=O)(=O)c1nc2nc(C)cc(C)n2n1,-11%,-1%,i,3%,-7%,
O=C(Nc1ccccc1)c1ccc(NCCN2CCOCC2)c(S(=O)(=O)N2CCOCC2)c1,1%,-8%,7.2%,8%,-2%,
COc1cc(N)cc(NC(=O)c2ccncc2)c1,-27%,-1%,i,6%,6%,
Cc1cccc(Nc2nc(N)nc(-c3oc4ccccc4c3C)n2)c1,6%,-18%,6.5%,9%,15%,
Cn1c(=O)c2c(nc(NCC3CCCO3)n2Cc2ccccc2)n(C)c1=O (configuration not stated),-7%,-3%,i,-2%,-6%,
O=C(CN1C(=O)NC2NC(=O)NC21)NC1CCCCC1 (configuration not stated),9%,7%,1.9%,4%,-12%,
N=C1c2ccccc2CN1c1ccc(F)c([N+](=O)[O-])c1,2%,3%,2.1%,1%,15%,
O=C(c1cc2cc(C(F)(F)F)ccc2s1)N1CCOCC1,3%,-2%,1.8%,-3%,-2%,
NC(=O)c1sc2nc(-c3cccs3)ccc2c1N,0%,2%,3.2%,2%,78%,
O=C(CCN1C(=O)S/C(=C\c2cccs2)C1=O)Nc1nccs1,-19%,-11%,1.9%,1%,19%,
COc1ccc(OCC(=O)Nc2cc3oc4ccccc4c3cc2OC)cc1,-3%,-1%,0.0%,8%,-12%,
NC(=O)C1=C[C@@H](c2coc3ccccc3c2=O)C[C@@H](OCc2ccc(CO)cc2)O1,4%,-31%,4.2%,6%,15%,
